High-throughput results: PubChem BioAssay, National Center for Advancing Translational Sciences (NCATS)
AmpC inh detg: blocks E. coli AmpC beta-lactamase in detergent assay | P00811 | AmpC hydrolysis of nitrocefin, absorbance 480 nm, 0.01% Triton | Potency, µM (top dose mostly 114 µM), without a hit: at the top dose activity change, negative = inhibition, most hits filed as inhibitors | 370,000 tested, 0.041% active | AID 485294;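 also: potency is read from the fitted curve at half-maximal effect; 0% = no-compound wells and -100% = no-enzyme wells; nearly all actives have a fitted effect of over 25% in size; some results filed as inactive show a strong effect at the top dose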
Target sequence (P00811 whole entry, looked up): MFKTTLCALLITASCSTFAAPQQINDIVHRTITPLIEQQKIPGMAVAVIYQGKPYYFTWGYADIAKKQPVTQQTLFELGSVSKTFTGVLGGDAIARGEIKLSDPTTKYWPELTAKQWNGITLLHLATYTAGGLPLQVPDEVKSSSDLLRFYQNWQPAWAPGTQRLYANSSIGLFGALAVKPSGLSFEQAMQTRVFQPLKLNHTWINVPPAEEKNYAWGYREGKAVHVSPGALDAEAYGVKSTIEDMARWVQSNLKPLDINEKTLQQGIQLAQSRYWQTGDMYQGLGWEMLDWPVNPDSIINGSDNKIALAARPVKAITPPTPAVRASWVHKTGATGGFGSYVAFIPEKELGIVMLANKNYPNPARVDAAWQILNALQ
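20 mM phosphate pH 7.0 + 0.01% (detergent screen) or 0.0001% Triton X-100; 5.3 nM AmpC reagent; cpd preinc 15 min RT; nitrocefin (800 uM stock) to start; A480 q20 s × 4 min; Activity was normalised to no-enzyme and no-compound control wells.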
Sm TGR block: S. mansoni TGR enzyme inhibition; purified TGR, DTNB reduction, TNB absorbance 405 nm; Potency, µM (top dose mostly 114 µM), for the others: top-dose activity change, negative = inhibition, hits mostly inhibitors; 360,000 tested, 3% active; Q962Y6; AID 485364; also: potency is read from the fitted curve at half-maximal effect; nearly all actives have a fitted effect of over 60% in size
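Kinetic colorimetric format: TGR-catalysed, NADPH-driven DTNB reduction monitored via TNB absorbance. Enzyme dispensed at 20 nM; compound exposure 15 min at room temperature before reaction start.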
AmpC inh no detg: AmpC beta-lactamase inhibition without detergent; P00811; AmpC nitrocefin hydrolysis, absorbance 480 nm, 0.0001% Triton; Potency, µM (doses to about 57.1 µM), for inactives: top-dose activity change, negative = inhibition, actives largely listed as inhibitors; 330,000 tested, 0.52% active; AID 485341;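 also: potency is read from the fitted curve at half-maximal effect; plate controls were no compound for no effect and no enzyme for full effect; nearly all actives have a fitted effect of over 20% in size; some results filed as inactive show a strong effect at the top dose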
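AmpC (5.3 nM in the dispensed reagent) in 20 mM phosphate pH 7.0 with 0.01% (detergent screen) or 0.0001% Triton X-100 was preincubated with compounds for 15 min at room temperature. Nitrocefin was then added from an 800 uM solution, and hydrolysis was followed at 480 nm.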
HCMV inh: blocks human cytomegalovirus replication; HFF cells, HCMV-luciferase reporter, 72 h; active compounds read low; activity change, negative = inhibition, % at 57.5 µM; 410,000 tested, 4.5% active; in the data active = activity change below about -60%; inconclusive = no clear call, values can overlap the other calls; inactive = above about -39%
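Inhibition of viral replication was scored as loss of reporter luminescence in HFFs infected with HCMV-luciferase (MOI 1 PFU/cell) for 72 h; compounds tested at 2 doses, normalized to buffer and Salinomycin controls.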
FBPA Giardia inh: Giardia lamblia aldolase inhibition | A8B2U2 | purified Giardia FBPA | Potency, µM (series often up to 59.6 µM), for inactives: top-dose activity, negative = inhibition, usual class: inhibitors | 290,000 tested, 0.71% active | AID 2451; also: potency is read from the fitted curve at half-maximal effect; nearly all actives have a fitted effect of over 55% in size
Target sequence (A8B2U2 whole entry, looked up): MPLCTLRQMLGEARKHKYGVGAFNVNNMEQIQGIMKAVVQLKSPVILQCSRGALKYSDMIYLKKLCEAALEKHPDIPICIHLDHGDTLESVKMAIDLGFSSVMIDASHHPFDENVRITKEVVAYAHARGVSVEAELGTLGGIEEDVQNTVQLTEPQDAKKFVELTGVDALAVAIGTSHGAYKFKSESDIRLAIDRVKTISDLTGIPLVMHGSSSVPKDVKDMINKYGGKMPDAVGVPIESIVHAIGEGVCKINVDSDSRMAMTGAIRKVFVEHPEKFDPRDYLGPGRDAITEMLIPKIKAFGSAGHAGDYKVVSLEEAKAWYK
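40 nM FBPA preincubated 10 min at RT with compound (up to 57.5 uM final), then substrate plus GAPDH/TPI/NAD/arsenate coupling and diaphorase/resazurin added. Fluorescence read after 20 min at RT, 525/598 nm.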
HCV inhibitor: blocks hepatitis C virus | Huh7.5.1 HCVcc-Cre infection, luciferase reporter, 44 h | 340,000 tested, 3.4% active | Potency, µM (doses to about 41.8 µM), without a hit: top-dose activity change, negative = inhibition, usual class: inhibitors | AID 651820; also: potency is read from the fitted curve at half-maximal effect
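Cells (1,000/well) were plated 4 h before compound, then infected with HCVcc-Cre virus (~0.5 moi). After 44 h further culture, infection was read as luciferase luminescence following a 15 min substrate incubation at room temperature.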
* marks the source's active call; other numbers are inactive results; ? = inconclusive; . = no result given; & = joins results of further samples; [ ] = dose if it differs, or a comment. Unless noted, calls follow the shape of the dose curve; as a rule, active = well fitted curve in the direction sought with a large enough effect; inconclusive = small, poorly fitted or top-dose-only effect, or another doubt; inactive = no such curve, though single readings can be large; an effect the other way counts as inactive or inconclusive. Unless noted, % is scaled to controls: 0 for no effect and ±100 for the full control effect.

SMILES	AmpC inh detg	Sm TGR block	AmpC inh no detg	HCMV inh	FBPA Giardia inh	HCV inhibitor
CC1(CCc2ccc3c(c2)OCO3)NCCc2c1[nH]c1ccccc21 (centres undefined)	5%	4%	-5%	-87*	-7%	11µM*
C/C(CCc1ccc2c(c1)OCO2)=N\N=C1\NC(=O)CC(C(=O)Nc2ccc(Cl)cc2)S1 (centres undefined)	-5%	11%	-21%	48	6%	13%
Nc1ccccc1SCCS(=O)(=O)c1ccc(Cl)cc1	-1%	3%	-21%	-4	8%	0%
COc1ccccc1NC(=S)N(CCN1CCCCCC1)Cc1cccs1	7%	0%	-19%	-7	-3%	-20%
O=C(CN1CCOCC1)N1c2ccccc2Sc2ccccc21	-6%	-12%	32%	-4	0%	18%
COCCN1C(=O)N[C@@H](CCc2ccccc2)[C@H](C(C)=O)[C@H]1C	1%	-23%	-34%	22	4%[12.9 µM]	1%
CN(CC(=O)Nc1ccccc1Br)CC(=O)Nc1ccccc1C(F)(F)F	-5%	-1%	24%	1	3%	22%
CCCS(=O)(=O)N1CCCC(C(=O)NCCN(C)Cc2ccccc2)C1 (centres undefined)	-6%	4%	-5%	-1	0%	3%
COc1cc(S(=O)(=O)N(Cc2ccc(C)cc2)C2CCCCC2)ccc1-n1cnnn1	-12%	9%	29%	-36	-1%	-13%
COc1ccc2[nH]c3nc(SCc4nnc(-c5ccc(C)cc5)o4)nnc3c2c1	-4%	10%	-25%	.	-4%	-13%

3 entries picked at random from the list so far:
SMILES	AmpC inh detg	Sm TGR block	AmpC inh no detg	HCMV inh	FBPA Giardia inh	HCV inhibitor
COCCN1C(=O)N[C@@H](CCc2ccccc2)[C@H](C(C)=O)[C@H]1C	1%	-23%	-34%	22	4%[12.9 µM]	1%
O=C(CN1CCOCC1)N1c2ccccc2Sc2ccccc21	-6%	-12%	32%	-4	0%	18%
Nc1ccccc1SCCS(=O)(=O)c1ccc(Cl)cc1	-1%	3%	-21%	-4	8%	0%

Back to the main list, repeating the 7 entries before the break.
SMILES	AmpC inh detg	Sm TGR block	AmpC inh no detg	HCMV inh	FBPA Giardia inh	HCV inhibitor
COc1ccccc1NC(=S)N(CCN1CCCCCC1)Cc1cccs1	7%	0%	-19%	-7	-3%	-20%
O=C(CN1CCOCC1)N1c2ccccc2Sc2ccccc21	-6%	-12%	32%	-4	0%	18%
COCCN1C(=O)N[C@@H](CCc2ccccc2)[C@H](C(C)=O)[C@H]1C	1%	-23%	-34%	22	4%[12.9 µM]	1%
CN(CC(=O)Nc1ccccc1Br)CC(=O)Nc1ccccc1C(F)(F)F	-5%	-1%	24%	1	3%	22%
CCCS(=O)(=O)N1CCCC(C(=O)NCCN(C)Cc2ccccc2)C1 (centres undefined)	-6%	4%	-5%	-1	0%	3%
COc1cc(S(=O)(=O)N(Cc2ccc(C)cc2)C2CCCCC2)ccc1-n1cnnn1	-12%	9%	29%	-36	-1%	-13%
COc1ccc2[nH]c3nc(SCc4nnc(-c5ccc(C)cc5)o4)nnc3c2c1	-4%	10%	-25%	.	-4%	-13%
CCCCCC(=O)NN1C(=S)N(c2ccc(OC)cc2)C(=O)C1CC(=O)Nc1ccccc1 (centres undefined)	3%	-6%	-35%	42	4%	?
CN(C)S(=O)(=O)c1ccc(N2CCCC2)c(C(=O)NNC(=O)c2ccccc2)c1	2%	-16%	-31%	-23	.	9%
CC(Sc1nnc(-c2ccc(C(C)(C)C)cc2)n1C)C(N)=O (centres undefined)	4%	0%	-20%	-29	-4%	-25%
CCC(C)[C@H]1COCCS(=O)(=O)N1Cc1ccccc1F (some centres undefined)	?	-32%	40%	-38	-9%	12%
CCN1CCN(CC2COc3ccccc3O2)CC1 (centres undefined)	-1%	2%	-6%	-64*	?	8%
COC(=O)C1=C(c2ccc(OC)c(OC)c2)C[C@@H]2CC[C@H]1N2C(=O)NCc1cccc2ccccc12	-1%	-7%	206%[activator]	62	.	-21%
Cc1ccccc1NC(=S)N(CCN1CCCCC1)Cc1ccco1	0%	10%	-9%	38	1%	7%
COCCNC(=O)CSc1n[nH]c(=O)n1CCc1ccccc1	-6%	-7%	-18%	-7	-8%	15%
O=S(=O)(c1ccc(Cl)cc1)N1CCC2(CC1)OCCO2	-13%	2%	2%	3	9%	1%
O=C1CN(C(=O)c2ccccc2C(=O)O)c2ccccc2N1	-10%	-16%	-8%	35	8%	16%
COc1ccc(C(CNC(=O)C(C)Oc2ccc(Br)cc2)N2CCCCC2)cc1 (centres undefined)	?	1%	82%[activator]	-20	.	?
Cc1ccc(CS(=O)(=O)CCC(=O)NCc2cccs2)cc1	0%	38%[activator]	1%	-9	3%	-5%
Cc1ccc([N+](=O)[O-])cc1S(=O)(=O)N1CCn2cccc2C1c1ccccc1 (centres undefined)	3%	4%	.	-16	.	.
Cn1nnc2cc(C(=O)Nc3ccccc3)ccc21	-2%	4%	-14%	52	-5%	?
CCOc1ccc(C(=O)Nc2sc3c(c2C(=O)OC)CC(C)(C)NC3(C)C)cc1	4%	-4%	0%	-7	7%	-6%
CCN(CC)S(=O)(=O)c1ccc2[nH]cc(C(=O)NCCCN3CCCCC3C)c(=O)c2c1 (centres undefined)	-2%	6%	-4%	-73*	2%	-4%
CCC(=O)c1ccc(OCC(O)Cn2cnc3ccccc32)cc1 (centres undefined)	-11%	13%	-14%	53	0%[12.9 µM]	?
COc1ccc(NC(=O)C2=C(C)Nc3ncnn3C2c2ccccc2C(F)(F)F)c(OC)c1 (centres undefined)	?	18%	3%	31	-29%	2%
CCCCN(C(=O)CCCc1nc2ccccc2c(=O)[nH]1)c1c(N)n(CCCC)c(=O)[nH]c1=O	-4%	0%	-2%	-34	.	17%
Cc1sc2nc3c4ccccc4c(NCc4ccco4)nn3c(=O)c2c1C	2%	50µM*	-23%	195	-11%	-6%&4%
Cc1c(Cl)c(=O)oc2cc(OC(C)C)ccc12	-14%	8%	-12%	-25	4%	-22%
Cc1cc(C(=O)COC(=O)CCc2nc3ccccc3s2)c(C)n1C	3%	8%	59%	34	2%	-12%
Cc1oc(C(C)(C)C)c(CN2CCOCC2)c1C(=O)O	9%	-20%	-18%	-22	-9%	13%
O=C1NC(c2cccc([N+](=O)[O-])c2)Oc2ccccc21 (centres undefined)	7%	4%	-20%	-8	3%	-28%
COCCn1c(=N)c(C(=O)NCC2CCCO2)cc2c(=O)n3ccccc3nc21 (centres undefined)	5%	6%	.	-18	.	.
CCn1c(=O)c(C(=O)NCCc2ccc(OC)c(OC)c2)c(O)c2ccccc21	3%	17%	171%[activator]	-8	-3%	?
O=C(c1ccc(Oc2ccc(C(F)(F)F)cn2)cc1)N1CCN(c2ccccc2)CC1	-2%	11%	95%[activator]	-21	-4%	-30%
c1ccc(N2CCN(c3ncnc4[nH]ncc34)CC2)cc1	-7%	-9%	.	?	.	.
CCC(C)(C)NC(=O)C(c1ccccn1)N(C(=O)c1csnn1)c1ccc(C)c(C)c1 (centres undefined)	1%	-3%	31%	10	1%	-10%
COc1ccc(NC(=O)c2ccco2)cc1NC(=O)c1ccco1	?	-20%	-18%	16	5%	-22%
O=C1CSc2nc3ccccc3n21	0%	31%	-5%	84	-3%	9%
Cc1ccc(C(=O)CN2C(=O)NC3(CCc4ccccc43)C2=O)s1 (centres undefined)	-14%	-31%	-20%	-4	.	-19%
COc1cc(NC(=O)c2ccccc2NS(=O)(=O)c2ccc(Cl)s2)cc(OC)c1	0%	-7%	-56%	-100*	10%	?
COc1cc(CC2C(=O)Nc3ccccc32)cc(C)c1O (centres undefined)	-8%	40µM*	-14%	-31	-3%	5%
O=C(Nc1nnc(SCc2ccc(F)cc2)s1)c1cccnc1Cl	?	0%	-12%	18	11%	7%
CCC(C)C(=O)Nc1ccccc1N1CCN(c2ccc(F)cc2)CC1 (centres undefined)	-1%	12%	6%	?	0%	-24%
O=C(N1CCOCC1)N(Cc1ccccc1)c1ccccn1	-13%	-2%	-15%	-6	7%	15%
CCc1ccc(OCC(=O)N(Cc2cccs2)c2ccc(Cl)cc2)cc1	-11%	-1%	.	0	.	.
COc1ccc(-c2ccc3nnc(SCC(N)=O)n3n2)cc1	0%	7%	-11%	0	-21%	15%
CCc1cc(S(N)(=O)=O)cc(CC)c1NC(C)=O	5%	-22%	-13%	11	1%	6%

Among those listed so far, two contain a COOH group.
SMILES	AmpC inh detg	Sm TGR block	AmpC inh no detg	HCMV inh	FBPA Giardia inh	HCV inhibitor
O=C1CN(C(=O)c2ccccc2C(=O)O)c2ccccc2N1	-10%	-16%	-8%	35	8%	16%
Cc1oc(C(C)(C)C)c(CN2CCOCC2)c1C(=O)O	9%	-20%	-18%	-22	-9%	13%

(further entries)
SMILES	AmpC inh detg	Sm TGR block	AmpC inh no detg	HCMV inh	FBPA Giardia inh	HCV inhibitor
C#CCOCCOCCOCCNc1nc(N2CCN(C(=O)[C@H](CCC(=O)O)n3cc(C(N)CC(C)C)nn3)CC2)nc(N2CCN(C(=O)[C@H](Cc3cc4ccccc4[nH]3)n3cc(C(N)[C@H](C)CC)nn3)CC2)n1 (some centres undefined)	-2%	?	177%[activator]	.	-9%	-17%
CSc1ccccc1OCc1cc(C(=O)N2C[C@H]3CC[C@H]2C3)no1	?	-4%	76%[activator]	?	1%	.
CCCCn1c(N)c(N(CCOC)C(=O)c2cc(CC)c(C)s2)c(=O)[nH]c1=O	?	-2%	1%	-29	.	-1%
CCC(=O)c1cc2c(cc1NC(=O)c1cccs1)OCCO2	-14%	-4%[11.4 µM]	-27%	52	-1%	?
CCN1CCN(C(=S)Nc2cccc(Cl)c2)CC1	-9%	1%	1%[2.29 µM]	?	1%	4%
Cc1cccc2cc(CN(Cc3ccco3)C(=O)c3cccs3)c(=O)[nH]c12	0%	-26%	-25%	-99*	12%	-2%
C=CCn1c(SCC(=O)Nc2c(C)n(C)n(-c3ccccc3)c2=O)nnc1-c1cccnc1	.	.	-1%	34	.	-27%
C=C(C)CSc1nnc2n(C)c(=O)c3c4c(sc3n12)CCC4	6%	-34%	-18%	-13	9%	-4%
CCn1c(SCC(=O)N(C)CC(=O)Nc2ccc(F)c(F)c2F)nnc1-c1ccco1	3%	-3%	11%	-2	.	-4%
